Nrf2 ARE act = qHTS of Nrf2 Activators; AREc32 ARE-luciferase reporter (MCF7-derived line), luminescence, 24 h; Potency, µM (titrated, usually from 46.1 µM), inactives show at the highest dose activation, hits mostly activators; 410,000 compounds, 0.31% hits; AID 624171, 2012; note: % of control where 0% means no effect; nearly all actives have a fitted effect of over 65% in size
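AREc32_Fluc, 1000 cells/well, OPTI-MEM + 5% FBS, o/n 37 deg C 5% CO2; 23 nL cpd by pin tool, 24 hr; Steady-Glo 30 min RT, luminescence.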
MCF10A rerep = A quantitative high throughput screen for small molecules that induce DNA re-replication in MCF 10a normal breast cells; MCF 10A DNA re-replication, Hoechst nuclear intensity, 48 h; Potency, µM (series often up to 46.1 µM), inactives show at the top dose activity, positive = re-replication, actives largely listed as activators; 350,000 compounds, 2.9% hits; note: % of control where 0% means no effect; nearly all actives have a fitted effect of over 50% in size
Nrf2 inh = Nrf2 qHTS screen for inhibitors. Potency, µM (doses to about 46 µM), for inactives: at the highest dose activity change, negative = inhibition, hits mostly inhibitors. AID 504444, 2011. 360,000 compounds, 2.1% hits. A549 ARE-Fluc reporter, luciferase luminescence, 18-24 h; note: % is set by controls: 0 for no effect and ±100 for the full control effect; nearly all actives have a fitted effect of over 60% in size
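Cells were seeded and rested 2 h, then exposed to compounds for 18-24 h. CellTiter-Fluor was read first as a viability measure. BugLite was added 15 min before the final luminescent read of ARE-luciferase activity in A549 cells.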
EPAC2 antagonist = qHTS for Antagonist of cAMP-regulated guanine nucleotide exchange factor 2 (EPAC2): primary screen; Rap guanine nucleotide exchange factor 4 (Homo sapiens), Q8WZA2; 360,000 compounds, 0.18% hits; Potency, µM (doses to about 114 µM), for inactives: at the highest dose activity, negative = inhibition, usual class: inhibitors; EPAC2 GEF exchange of Rap1B-BODIPY-GDP, fluorescence; note: % is set by controls: 0 for no effect and ±100 for the full control effect; nearly all actives have a fitted effect of over 45% in size; many of its hits are not listed in these tables
Target sequence (Q8WZA2 whole entry, looked up): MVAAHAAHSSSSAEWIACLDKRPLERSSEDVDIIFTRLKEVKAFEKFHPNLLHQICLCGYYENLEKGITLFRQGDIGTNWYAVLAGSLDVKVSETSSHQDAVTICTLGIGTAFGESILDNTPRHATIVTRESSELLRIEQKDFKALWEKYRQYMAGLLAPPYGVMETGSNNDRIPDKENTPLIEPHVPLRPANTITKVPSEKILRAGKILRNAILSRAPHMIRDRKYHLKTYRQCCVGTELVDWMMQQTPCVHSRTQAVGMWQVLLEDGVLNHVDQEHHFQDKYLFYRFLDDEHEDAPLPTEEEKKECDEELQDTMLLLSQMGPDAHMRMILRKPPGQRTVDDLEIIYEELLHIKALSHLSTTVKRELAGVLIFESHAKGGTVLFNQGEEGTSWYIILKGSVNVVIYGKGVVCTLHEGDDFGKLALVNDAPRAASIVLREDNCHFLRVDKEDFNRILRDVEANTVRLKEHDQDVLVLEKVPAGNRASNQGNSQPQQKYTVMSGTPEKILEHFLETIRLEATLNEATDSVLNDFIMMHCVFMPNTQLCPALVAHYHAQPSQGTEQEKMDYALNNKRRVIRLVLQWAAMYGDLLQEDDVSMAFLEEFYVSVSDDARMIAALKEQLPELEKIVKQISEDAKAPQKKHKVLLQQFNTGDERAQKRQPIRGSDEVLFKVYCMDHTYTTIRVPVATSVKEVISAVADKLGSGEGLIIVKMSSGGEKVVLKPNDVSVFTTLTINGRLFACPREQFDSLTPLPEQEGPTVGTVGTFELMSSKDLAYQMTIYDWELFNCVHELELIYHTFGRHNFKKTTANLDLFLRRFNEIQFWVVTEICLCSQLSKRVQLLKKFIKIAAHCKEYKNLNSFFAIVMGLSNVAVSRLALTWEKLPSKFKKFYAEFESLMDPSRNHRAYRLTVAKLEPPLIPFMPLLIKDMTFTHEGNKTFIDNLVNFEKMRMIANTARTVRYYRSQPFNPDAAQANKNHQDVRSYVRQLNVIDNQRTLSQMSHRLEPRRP
A549 tox = Nrf2 qHTS screen for inhibitors: counterscreen for cytotoxicity; A549 ARE-Fluc cells, CellTiter-Fluor viability, 18-24 h; AID 504648, 2011; Potency, µM (top dose mostly 46 µM), inactives show at the top dose activity change, negative = cytotoxicity, most hits filed as inhibitors; 390,000 compounds, 0.16% hits; note: % is set by controls: 0 for no effect and ±100 for the full control effect
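A549 ARE-Fluc cells in 5% FBS OPTI-MEM, 5000 cells/well, rested 2 h then exposed to compounds in concentration-response for 18-24 h at 37 °C. Viability by CellTiter-Fluor fluorescence (Ex 405/Em 525) after 30 min; luciferase luminescence (BugLite, 15 min, RT) read afterwards.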
ATXN2 expr inh = Primary qHTS for Inhibitors of ATXN expression; 360,000 compounds, 0.72% hits; AID 1745845, 2022; HEK-293 ATXN2-luciferase reporter, luminescence, 24 h; Potency, µM (series often up to 57 µM), inactives show top-dose activity change, negative = inhibition, usual class: inhibitors; note: % is set by controls: 0 for no effect and ±100 for the full control effect; nearly all actives have a fitted effect of over 55% in size
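ATXN2-luciferase reporter cells (luciferase flanked by upstream and downstream ATXN2 gene portions) were treated 24 h at 37 °C with compounds at up to 57 uM. SteadyGlo luminescence gave expression; GF-AFC fluorescence gave viability.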
HepG2 tox = qHTS for Inhibitors of TGF-b: Cytotox Counterscreen. HepG2 CAGA-GFP viability, ATP luminescence, 18 h. Potency, µM (titrated, usually from 46.1 µM), for the others: at the top dose activity change, negative = cytotoxicity, actives largely listed as cytotoxic. 410,000 compounds, 0.76% hits. AID 588856, 2011; note: some results filed as inactive show a strong effect at the top dose
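HepG2 CAGA-GFP cells (1000/well, DMEM with 1% FBS) received compound, then TGF-beta at 500 pg/mL final, and were incubated 18 hours at 37 degrees C. Viability was read by CellTiter-Glo luminescence. Media-only wells were set as complete cell-killing and DMSO as no toxicity.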
ATXN viability = Viability Counterscreen for Primary qHTS for Inhibitors of ATXN expression; S2 cells (HEK-293 line with an ATXN2-luciferase reporter) viability, CellTiter-Fluor protease fluorescence, 24 h; 400,000 compounds, 0.49% hits; Potency, µM (top dose mostly 56.7 µM), most hits filed as cytotoxic; AID 651635, 2014; note: nearly all actives have a fitted effect of over 40% in size
TGFb inhibitor = qHTS for Inhibitors of TGF-b | HepG2 CAGA-GFP TGF-b/SMAD3 reporter, GFP fluorescence, 18 h; TGF-beta stimulated, 500 pg/mL final | Potency, µM (titrated, usually from 46.1 µM), for inactives: top-dose activity, negative = inhibition, most hits filed as inhibitors | 410,000 compounds, 1.2% hits | AID 588855, 2011; note: % is set by controls: 0 for no effect and ±100 for the full control effect; nearly all actives have a fitted effect of over 65% in size
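Per well, imaged GFP fluorescence of HEPG2 CAGA-GFP cells gives the signal; cells get compound, then TGF-beta (500 pg/mL final), 18 h at 37 degrees C; %Activity versus -TGF-beta and +DMSO controls.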
Starred values were filed as active, the others as inactive; i = inactive; ? = inconclusive; / = not tested or not shown; [ ] = dose if it differs, or a comment. Calls come from the whole dose curve; as a rule, active = well fitted curve in the direction sought with a large enough effect; inconclusive = small, poorly fitted or top-dose-only effect, or another doubt; inactive = no such curve, though single readings can be large; an effect the other way counts as inactive or inconclusive. Potency is the fitted concentration of half-maximal effect.

SMILES | Nrf2 ARE act | MCF10A rerep | Nrf2 inh | EPAC2 antagonist | A549 tox | ATXN2 expr inh | HepG2 tox | ATXN viability | TGFb inhibitor
Cc1ccc(NC(=O)CCCc2nc3ccccc3c(=O)[nH]2)c(Cl)c1 | 0.0% | -1% | -7% | -13% | -2% | / | 1% | i | 11%
NNC(=O)c1ccc(Cn2cc(Cl)cn2)o1 | -0.4% | -2% | 11% | 1% | -1% | -1% | 2% | i | 4%
CCOc1cccc(N2CCN(CCNC(=O)Nc3ccc(C)cc3)CC2)c1C | -0.5% | -4%[9.22 µM] | 0% | -4% | -3% | -25% | -6% | i | 17%
Cc1ccc(S(=O)(=O)N2CCC(C(=O)OCC(=O)N(Cc3ccccc3)C(C)C)CC2)cc1C | 0.1% | / | / | 2% | / | / | 7% | ? | 4%
Cc1nc2cc(C(=O)OCC(=O)NC34CC5CC(CC(C5)C3)C4)ccc2n1-c1ccccc1 | -0.2% | 5% | 6% | -9% | 5% | 1% | -17% | i | -1%
CCN(CC)S(=O)(=O)c1cccc(C(=O)/C=C2/N(C)c3ccccc3C2(C)C)c1 | 0.1% | 18µM* | ? | 8% | 3% | ? | -13% | i | -20%
CCOc1ccc(CCNC(=O)COC(=O)c2n[nH]c3ccccc23)cc1OCC | 0.1% | / | / | -2% | / | / | -11% | i | -16%
CCc1ccccc1NC(=O)C1CCCN(S(=O)(=O)c2ccc3[nH]c(=O)ccc3c2)C1 (configuration not stated) | 6.0% | / | -6% | / | 2% | / | -33% | / | ?
CCOc1ccc(NC(=O)Cn2c(=O)cc(C)c3c(C)nn(-c4cccc(Cl)c4C)c32)cc1 | 0.3% | / | 7% | / | 6% | 3% | -3% | i | -1%
N#Cc1c(-c2ccccc2)c(-c2ccccc2)nn(CC(=O)NNC(=O)Nc2ccc(Cl)cc2)c1=O | 2.5% | ? | -16% | ? | -20% | -29% | -13% | ? | ?
CCOC(=O)CN1C(=O)N[C@@H](c2ccc(Br)cc2)C(C(=O)OC)=C1C | 0.3% | 2% | -9% | -13% | -2% | 5% | -2% | i | 8%
CCSc1nnc(NC(=O)c2ccccn2)s1 | 5.1% | 1% | ? | 8% | -21% | ? | -39% | / | ?
O=S(=O)(c1cccs1)N1CCN(CC(O)COc2cc(Cl)ccc2Cl)CC1 (configuration not stated) | -0.8% | ? | ? | -1% | -24% | -39% | -27% | i | ?
O=c1c2c(nc3nc(NCc4cccc(Cl)c4)[nH]n13)CCC2 | -0.8% | 2% | 8% | 5% | 0% | 5% | 1% | i | 22%
Cc1cccc(C(=O)NC(=S)Nc2ccc3[nH]c(=O)[nH]c3c2)c1 | 18% | 3% | -6% | 1% | -4% | ? | -3% | i | 0%
O=C(Nc1cccc(-c2nn[nH]n2)c1)c1csc2c1CCCC2 | -0.7% | 1% | 21% | 3% | 0% | 3% | -1% | i | ?
Cn1ncc2c(NNC(=O)Cc3ccccc3)ncnc21 | 0.3% | 16% | 0% | 3% | 0% | 6% | -2% | i | -12%
COc1ccccc1CNC(=O)C1CCCN(c2nnc(C)c3c(C)n(-c4ccccc4)nc23)C1 (configuration not stated) | 4.1% | / | -35% | / | -7% | -10% | -53% | ? | ?
COc1ccc2[nH]cc(C(=O)CN(C)CCc3ccc(OC)c(OC)c3)c2c1 | 6.4% | 11% | -4% | 13% | 0% | -21% | -32% | i | -5%
CCOC(=O)Cn1c(=O)cc(-c2ccccc2)c2c(C)nn(C)c21 | 0.3% | / | ? | / | -11% | -4% | -14% | i | -24%

Only EPAC2 antagonist, ATXN viability and ATXN2 expr inh, for 4 of the compounds above:
| mol | EPAC2 antagonist | ATXN viability | ATXN2 expr inh |
| --- | --- | --- | --- |
| Cc1cccc(C(=O)NC(=S)Nc2ccc3[nH]c(=O)[nH]c3c2)c1 | 1% | i | ? |
| Cn1ncc2c(NNC(=O)Cc3ccccc3)ncnc21 | 3% | i | 6% |
| CCSc1nnc(NC(=O)c2ccccn2)s1 | 8% | / | ? |
| COc1ccccc1CNC(=O)C1CCCN(c2nnc(C)c3c(C)n(-c4ccccc4)nc23)C1 (configuration not stated) | / | ? | -10% |

Other records
SMILES | Nrf2 ARE act | MCF10A rerep | Nrf2 inh | EPAC2 antagonist | A549 tox | ATXN2 expr inh | HepG2 tox | ATXN viability | TGFb inhibitor
CCOc1cc(C(=O)OCC(=O)NCc2ccco2)cc(OCC)c1OCC | 3.0% | -3% | 25% | -5% | -5% | -6% | -1% | i | 0%
C=CCNC(=O)c1cc(Cl)cc(Cl)c1 | 0.3% | -3% | 3% | 1% | -6% | -35% | 0% | i | 2%
CC(NC(=O)c1ccccc1)C(=O)N/N=C/c1ccc(O)cc1 (configuration not stated) | 1.0% | 1% | -8% | 4% | 0% | 5% | -2% | i | 0%
Cc1cccc(NC(=O)/C=C/c2ccc(Cl)cc2)n1 | 2.2%[9.22 µM] | 0% | -5% | -2% | 6% | 49%[activator] | -35% | i | 0%
O=C1NC(c2ccccc2)=NC1(NS(=O)(=O)c1ccccc1)C(F)(F)F (configuration not stated) | -0.1% | 4% | 2% | 3% | 1% | 3% | 0% | i | -5%
O=C(NCC(c1cccnc1)N1CCN(c2ccccc2F)CC1)c1ccco1 (configuration not stated) | 0.1% | 11% | -26% | 9% | -16% | -14% | -16% | i | -13%
COc1ccc(S(=O)(=O)N(C)Cc2nc(-c3cccc(C)c3)no2)cc1 | 5.6% | / | -18% | / | 0% | -22% | -33% | i | -13%
COc1ccc(CSc2nncn2C)cc1[N+](=O)[O-] | -0.1% | 1% | 3% | 11% | -5% | / | 7% | i | -2%
N#C/C(=C\c1cccnc1)C(=O)Nc1ccccc1[N+](=O)[O-] | 3.2% | 3% | 1% | -6% | -1% | 1% | -3% | i | 5%
CCCS(=O)(=O)N1CCN=C1SCc1cccc(C)c1 | -0.3% | -2% | 1% | -1% | -5% | 3% | 4% | i | 16%

Three compounds already listed, sorted by the value under Nrf2 ARE act, largest number first:
SMILES | Nrf2 ARE act
N#C/C(=C\c1cccnc1)C(=O)Nc1ccccc1[N+](=O)[O-] | 3.2%
CCOc1cc(C(=O)OCC(=O)NCc2ccco2)cc(OCC)c1OCC | 3.0%
CCCS(=O)(=O)N1CCN=C1SCc1cccc(C)c1 | -0.3%

Further records.
SMILES | Nrf2 ARE act | MCF10A rerep | Nrf2 inh | EPAC2 antagonist | A549 tox | ATXN2 expr inh | HepG2 tox | ATXN viability | TGFb inhibitor
O=C(NCCS(=O)(=O)N1CCN(c2ccccc2)CC1)C1CC1 | -0.8% | -2% | -12% | 10% | -6% | -15% | -5% | i | 7%
O=C(O)C(Cc1ccccc1)N1C(=O)/C(=C/c2ccccc2)SC1=S (configuration not stated) | 2.8% | ? | -1% | ? | -8% | -6% | -23% | ? | -11%
COc1cc(NC(=O)CNC(=O)Cn2c(C)cc3ccccc3c2=O)cc(OC)c1OC | -0.3% | -32% | ? | 8% | -12% | 1% | -3% | i | 23%
Cc1ccc(C)c(NC(=S)c2ccc3ccccc3n2)c1 | 12% | 3% | ? | 1% | 1% | 65%[activator] | -13% | i | ?
O=C(COC(=O)c1cncc(Br)c1)NCc1cccs1 | 0.3% | -12% | -27% | 0% | -4% | / | -9% | / | 16%
Cc1nc(N)nc(Nc2ccc(Cl)cc2)c1Br | 7.0% | 0% | 1% | -12% | -6% | 33% | -9% | i | 32%
O=C(COc1cc2oc(=O)c3c(c2cc1Cl)CCCC3)NCc1cccnc1 | -0.6% | 6% | -8% | 1% | 3% | -9% | 10% | i | 10%
CCN(C(=O)c1ccc(Cl)c([N+](=O)[O-])c1)c1ccccc1 | 8.9% | 14% | -7% | -10% | -2% | ? | 3% | i | -18%
CCOC(=O)c1c(C)[nH]c(C(=O)COC(=O)C(C)N2C(=O)C3CCCCC3C2=O)c1C (configuration not stated) | -0.7% | ? | -1% | 2% | 12% | 5% | -19% | i | -9%
O=C(CCCCCNC(=S)Nc1ccc(Cl)cc1)C[N+](=O)[O-] | 1.9% | 41% | 5% | -4% | -7% | 5% | 13% | i | 13%
c1ccc(-n2nnnc2-c2cccnc2)cc1 | -0.6% | -5% | 3% | 7% | 1% | -2% | 13% | ? | 2%
Cc1ccsc1C(=O)N/N=C/C=C/c1ccccc1[N+](=O)[O-] | 10% | 5% | 14% | 13% | -7% | 16% | -13% | i | 0%
COC(=O)c1ccc(NC(=O)C2CCCO2)cc1 (configuration not stated) | 0.3% | 2% | 16% | -4% | -3% | 17% | 5% | i | -3%
O=C(Cc1cccc2ccccc12)NC(=S)Nc1cccc(C(=O)O)c1 | 0.0% | -3% | -7% | 4% | 2% | 0% | 0% | i | -15%
CCCCN1C(=O)C(=O)N(CC(=O)Nc2sc(C)c(C)c2C(=O)OC)C1=O | 5.1% | 1% | -2% | -1% | -1% | / | -3% | i | -3%
FC(F)C(F)(F)c1cc(-c2ccccc2)n[nH]1 | 1.0% | 2% | 1% | -11% | 4% | -2% | -33% | i | 6%
CCn1cc(C(=O)O)c(=O)c2cc(F)c(N/N=C/c3ccccc3[N+](=O)[O-])cc21 | 18% | -3% | 5% | 5% | 1% | ? | -14% | i | -6%
CCOC(=O)Cc1csc(NC(=O)Cc2ccc(C)cc2)n1 | -0.3% | 7% | 5% | 0% | 3% | -16% | -5% | i | 5%

These rows are one share of the data, so the mix of outcomes need not match the whole.
